M. tuberculosis HTS – M. tuberculosis growth inhibition, HTS (AID 449762); M. tuberculosis H37Rv growth inhibition, 7H9 media; higher % means a stronger effect; inhibition, % at 25 µM, or IC50 in µM where a hit was titrated; 330,000 tested, 0.59% active; in the data active = a potency from the dose series; inconclusive = inhibition above about 70% without an active follow-up result;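 also: bacterial growth assessed after seven days of incubation; strong numbers were not always called active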
M. tuberculosis – growth inhibition of non-replicating M. tuberculosis (AID 488890) | Mycobacterium tuberculosis non-replicating, growth inhibition; higher % means a stronger effect | inhibition, % at 25 µM; hits with a dose series show IC50 in µM | 320,000 tested, 0.39% active; in the data active = a potency from the dose series; inconclusive = inhibition mostly from about 82% at the one dose, without a potency; inactive = the rest, 99 in 100 with inhibition below about 76%;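 also: plate controls were DMSO cells for no effect and high antibiotic wells for full effect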
H1N1 NS1A inhibition – NS1A inhibition, H1N1 influenza, cell based functional assay (AID 504329). NS1A functional cell-based assay, percent inhibition; higher % means a stronger effect. inhibition, % at 12.5 µM, or IC50 in µM where a hit was titrated. 340,000 tested, 0.3% active; in the data active = a potency from the dose series; inconclusive = inhibition above about 27% without an active follow-up result; also: strong numbers were not always called active
inhibitors of VEEV – inhibitors of VEEV TC-83 cytopathic effect, confirmation, Vero cells (AID 588727); 350,000 tested, 0.13% active; Vero cells, VEEV TC-83 cytopathic effect inhibition; higher % means a stronger effect; inhibition, % at 20 µM, or IC50 in µM where a hit was titrated; in the data active = a potency from the dose series; inconclusive = inhibition mostly from about 14% at the one dose, without a potency; inactive = the rest, 99 in 100 with inhibition below about 12%; also: strong numbers were not always called active
PhoP GFP inhibition – PhoP regulon inhibitors, Salmonella typhi PhoP promoter GFP reporter, confirmatory (AID 1850); Salmonella Typhi PhoP-promoter GFP reporter, fluorescence, 4 h; higher % means a stronger effect; inhibition, % at 50 µM; hits with a dose series show IC50 in µM; 310,000 tested, 0.33% active; in the data active = a potency from the dose series; inconclusive = inhibition mostly from about 25% at the one dose, without a potency; inactive = the rest, 99 in 100 with inhibition below about 19%;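 also: 0% = induced wells with vehicle and 100% = uninduced wells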
inhibitors of VEEV 10K pilot screen – recorded beside inhibitors of VEEV, whose call it bears; inhibition, %; measured here: 10K pilot screen inhibition
* hit, by the source's call; i = inactive; u = inconclusive; x = not tested or not shown.

SMILES | M. tuberculosis HTS | M. tuberculosis | H1N1 NS1A inhibition | inhibitors of VEEV | PhoP GFP inhibition | others
CCOC(=O)c1nc(Nc2cc(Cl)ccc2OC)c2ccccc2n1 | 6% | -1% | -19% | 4.8% | -5%
CCNc1nc(NCc2ccccc2)nc(Oc2ccc(=O)[nH]n2)n1 | -1% | -11% | -14% | 2.6% | -1%
CCOC(=O)CNC(=S)n1cnc(N)n1 | 28µM* | 0% | 2% | 1.4% | 7%
OCC[C@H]1C[C@H](O)[C@@H](O)[C@@]2(OCCCc3ccccc32)O1 | -6% | -21% | 3% | 1.5% | 11%
Cc1ccc2c(c1)nnn2C1CCN(CC(=O)Nc2ccc3c(c2)OCCO3)CC1 | -4% | 27% | 2% | 0.3% | 3%
Cc1cc(C)c(C#N)c(SCc2ccc([N+](=O)[O-])cc2)n1 | 6% | -10% | 8% | i | -3%
CCN1C(=O)/C(=C2\SC(N3CCCCC3)=NC2=O)c2ccccc21 | 7% | 12% | 14% | 5.7% | -2%
Cc1cccc(C)c1NC(=O)c1ccc(-n2cnnn2)cc1 | -2% | 14% | 2% | 0.8% | 1%
COc1ccc(OC[C@@H](O)CNC(=O)c2cccc3c2C(=O)c2ccc(Cl)cc2S3(=O)=O)cc1 | 12% | -10% | 11% | 0.3% | x
Cc1cccc(C(=O)OCC(=O)c2cccc(Br)c2)c1O | 11% | -6% | -10% | 7.0% | -5%
CC1(c2ccccc2)CC(C)(C)N2C(=O)C3(C(C#N)=C(N)Oc4cc(O)ccc43)c3cccc1c32 (stereo unspecified) | 69% | 20% | 33% | i | -6%
COc1ccccc1NC(=O)C(=O)NCCC1CCCCN1S(=O)(=O)c1cccs1 (stereo unspecified) | -3% | 6% | 1% | 8.0% | 5%
COc1c(C=O)cc2c3c1CCCN3CCC2 | 3% | 7% | -6% | 1.6% | -3%
Cc1cc(Br)ccc1NC(=O)CNC(=O)COc1ccccc1C | -9% | -11% | 1% | 8.7% | -1%
Cc1ccccc1-c1nnn(Cc2ccc(F)cc2Cl)n1 | 5% | 13% | -9% | i | 2%
On1c(-c2ccccc2)nc2ccccc21 | 10% | u | -2% | 3.4% | -3%
Cc1ccccc1NC(=O)Cn1c(=O)sc2ccccc21 | 1% | -14% | 2% | i | -4%
Cc1ccc(F)cc1N=Cc1c(O)c2ccccc2oc1=O | 5% | -8% | -2% | 6.8% | -3%
CCOC(=O)C1=CC[C@H]2c3c(c4ccccc4n3C)C[C@H]1N2C | 3% | 3% | 6% | i | x
CCS(=O)(=O)N1CCC(c2nc(-c3ccc(C(F)(F)F)cc3)no2)CC1 | 13% | 13% | 0% | 0.9% | 0%
CC(C)N(Cc1cn[nH]c1-c1ccc(-c2ccccc2)cc1)Cc1nccn1C | u | 74% | 2% | 1.9% | 0% | inhibitors of VEEV 10K pilot screen=0.2
O=[N+]([O-])c1ccc(COc2cccc(CN3CCCC3)c2)cc1 | x | x | -11% | i | x
O=C(c1c(F)c(F)c(F)c(F)c1F)N1CCc2ccccc21 | x | -9% | 2% | 4.0% | -16%
O=C(N/N=C\c1cc(Br)c(Br)o1)c1cncc(Br)c1 | 66% | x | -2% | 0.3% | -8%
CC1CCCCN1C(=O)C1CC(c2ccc(F)cc2)=NO1 (stereo unspecified) | -2% | -1% | -3% | 3.0% | 2%
Clc1cccc(Cn2ncc3ccccc32)c1 | 12% | 6% | -7% | i | 6%
CC/C=C/C(=O)N1CC2(CC(c3cccc(NC(=O)CC(c4ccccc4)c4ccccc4)c3)=NO2)C[C@@H]1C(N)=O (stereo partly specified) | 43% | 76% | 5% | 0.7% | -12%
Cn1nc(-c2ccccc2)c(COC(=O)c2cccc(Cl)c2)c1S(=O)(=O)c1ccccc1 | 1% | x | 1% | 6.6% | 9%
C=CCn1c(O)c(C(C)=Nc2cccc(C(F)(F)F)c2)c(=O)[nH]c1=O | 9% | 7% | 1% | 2.6% | -2%
O=C(c1ccco1)N1CCN(C(=O)c2ccccc2OC(=O)C23CC4CC(CC(C4)C2)C3)CC1 | x | x | -1% | 1.9% | x | inhibitors of VEEV 10K pilot screen=5.8
O=C1NC(=S)N/C1=C/c1cccc2ccccc12 | -4% | 23% | 17% | 2.9% | -6%
CC(CN1CCCCC1)OC(=O)c1ccc(Cl)cc1Cl (stereo unspecified) | -1% | 4% | -5% | 1.4% | 4%
O=C(c1ccccc1NS(=O)(=O)c1cccc2cccnc12)N1CCOCC1 | -5% | -2% | 3% | 0.4% | -4%
O=C(CNC(=O)C1CCCCC1)OCC(=O)c1ccc(F)cc1 | -13% | -1% | -3% | 0.8% | x
Cc1cc(NC(=O)CSc2nnc(Nc3ccccc3)s2)no1 | 6% | -13% | 2% | 0.4% | 8%
COc1ccc(C(=O)c2c3ccc(OC)cc3[n+]([O-])n2Cc2ccc(C(N)=O)cc2)cc1 | 4% | x | 2% | 1.4% | -3%
O=Cc1ccc(O)c2ncccc12 | x | x | 1.7µM* | 6.3% | x
CC1CCCC(N2CCN(C(=O)c3cccc(F)c3)CC2)C1 (stereo unspecified) | 3% | 1% | 20% | 0.6% | -6%
COc1cc(C(=O)N/N=c2/sc3ccccc3n2C)cc(OC)c1OC | -1% | -12% | 5% | 1.3% | 0%
CCCCc1ccc(/C(C)=N/Nc2cc(N3CCOCC3)nc(C)n2)cc1 | 13% | 59% | 1% | 1.6% | 7%
CCOC(=O)CCC(=O)NCc1ccc2c(c1)cc(C)n2C | -5% | 25% | -3% | 0.7% | 14%
O=c1[nH][nH]c(-c2ccccc2)c1-c1ccccc1 | x | x | -9% | 6.5% | x
C=CCn1c(SCc2nc3cc(C(=O)OC)ccc3c(=O)[nH]2)nc2sc(CC)cc2c1=O | 5% | -7% | -1% | 1.2% | -8%
O=C(Nc1nnc(COc2ccccc2)s1)Nc1ccccc1F | -3% | 6% | 1% | 0.2% | 5%
Clc1ccc(C2=NNC(=NCc3ccc4c(c3)OCO4)SC2)cc1 | 1% | 68% | 6% | 2.3% | -7%
Cc1cc(C)cc(N(C(=O)c2ccco2)C(C(=O)NC2CCCC2)c2ccncc2)c1 (stereo unspecified) | 14% | 2% | -8% | 0.2% | -10%
Cc1ccc(-n2nc(C(=O)O)nc2-c2ccccc2)cc1 | -3% | 7% | -5% | i | 1%
COc1cc2cnc(-c3ccccc3)c(-c3ccc(C(F)(F)F)cc3)c2cc1OC | 44µM* | 27% | -1% | 7.0% | x
O=C(/C=C/c1ccco1)NC(=S)Nc1ccccc1 | -7% | u | 7% | i | -4%
COc1ccc(NC(=O)CCC(=O)N2CCC(c3ccccc3)=N2)cc1S(=O)(=O)N1CCCCC1 | x | x | -1% | 1.2% | x
CCOC(=O)N1CCC(N2Cc3cccc(C(=O)NC(C)c4ccc5c(c4)OCCO5)c3C2=O)CC1 (stereo unspecified) | 2% | 55% | 8% | 9.0% | -17%
O=C(CCN1CCCCCC1)Nc1cccc(Cl)c1 | 3% | -11% | 4% | i | -12%
C=CCc1c(C)[nH]c2c(OC)cccc2c1=S | 28% | 19% | -1% | 1.2% | 2%
C[C@@]12C(=O)N(c3ccc(Cl)cc3)C(=O)N1[C@@H]1c3ccccc3OC[C@@H]1[C@H]2c1ccccc1 | 10% | 32% | 0% | 3.9% | x
Cc1ccc(Nc2nnc(SCC3CCCCO3)s2)cc1 (stereo unspecified) | 7% | 79% | -6% | 2.8% | -3%
Cc1ccc(C(C(=O)NCc2ccc(F)cc2)N(CCCO)C(=O)C2COc3ccccc3O2)o1 (stereo unspecified) | 0% | 13% | -16% | 5.9% | -3%
CCC(=Nc1ccc(Cc2ccncc2)cc1)c1c(O)n(C)c(=O)n(C)c1=O | x | x | 3% | 0.3% | x | inhibitors of VEEV 10K pilot screen=1.2
COc1ccc(C(=O)Nc2ccc3c(c2)nc2n3CCSC2)cc1 | -5% | 24% | 8% | 6.8% | 10%
COc1ccc(NC2CCCN(C(=O)CSc3ccncc3)C2)cc1 (stereo unspecified) | -12% | 10% | 3% | 0.5% | 1%
O=C(CNCCO)N1N=C(c2cccs2)CC1c1cccs1 (stereo unspecified) | 8% | -1% | -12% | 0.7% | -9%

(more compounds)
SMILES | M. tuberculosis HTS | M. tuberculosis | H1N1 NS1A inhibition | inhibitors of VEEV | PhoP GFP inhibition | others
COc1ccc(C(=O)NC2CC2)cc1OC1CCN(Cc2cnn(C)c2)CC1 | -26% | -1% | -10% | 1.1% | -10%
Cc1occc1C(=O)NNC(=O)c1cccc(F)c1 | -8% | 0% | -7% | 0.7% | -6% | inhibitors of VEEV 10K pilot screen=0.6
O=C(O)CC(C(=O)O)N1C(=O)/C(=C/c2ccc(-c3nc4ccccc4s3)o2)SC1=S (stereo unspecified) | -1% | -7% | 2% | 4.2% | -2%
Cn1c(SCn2nnc3ccccc3c2=O)nc2ccccc2c1=O | 3% | -1% | x | x | 9%
CCN(c1ccccc1)S(=O)(=O)c1ccc(C(=O)Nc2ncccc2C)cc1 | -4% | 19% | 10% | 0.7% | -1%
O=C(CCS(=O)(=O)Cc1ccccc1)Nc1nncs1 | 3% | 60% | -2% | i | 5%
CN(C)CC(C)(C)CNc1ccc(S(=O)(=O)N2CCCC2)cn1 | -1% | -17% | -15% | 0.8% | x
CCOc1cccc(C(=O)Nc2nccs2)c1 | -7% | -11% | 5% | 1.5% | -2%
O=C(Nc1ccc2c(c1)OCO2)C1CCN(C(=O)c2cccs2)CC1 | x | x | -4% | 0.4% | x
O=C(NN=Cc1ccccc1Cl)c1ccc([N+](=O)[O-])cc1 | x | x | -18% | 1.8% | x
O=S(=O)(Cc1ccccc1)C1CCCCC1O (stereo unspecified) | -7% | -8% | -15% | 0.3% | -2%
O=C1CCc2cc(Br)ccc2O1 | x | x | 7% | i | x
Cc1nnc2ccc(N3CCCC3)nn12 | -7% | -9% | -1% | 1.5% | -5% | inhibitors of VEEV 10K pilot screen=0.1
COc1ccccc1CNS(=O)(=O)N(C)C | -5% | 11% | -4% | 0.5% | -1%
Cc1cc(C)n(CC(=O)NC2C(=O)N3C(C(=O)O)=C(CSc4nnc(C)s4)CSC23)n1 (stereo unspecified) | -7% | -20% | -7% | 1.0% | -22%

Gathered by group: the compounds so far containing a nitro group on carbon
SMILES | M. tuberculosis HTS | M. tuberculosis | H1N1 NS1A inhibition | inhibitors of VEEV | PhoP GFP inhibition | others
Cc1cc(C)c(C#N)c(SCc2ccc([N+](=O)[O-])cc2)n1 | 6% | -10% | 8% | i | -3%
O=[N+]([O-])c1ccc(COc2cccc(CN3CCCC3)c2)cc1 | x | x | -11% | i | x
O=C(NN=Cc1ccccc1Cl)c1ccc([N+](=O)[O-])cc1 | x | x | -18% | 1.8% | x

Retrieved by structure from above, two records:
SMILES | M. tuberculosis HTS | M. tuberculosis | H1N1 NS1A inhibition | inhibitors of VEEV | PhoP GFP inhibition | others
Cn1c(SCn2nnc3ccccc3c2=O)nc2ccccc2c1=O | 3% | -1% | x | x | 9%
CN(C)CC(C)(C)CNc1ccc(S(=O)(=O)N2CCCC2)cn1 | -1% | -17% | -15% | 0.8% | x

More entries follow.
SMILES | M. tuberculosis HTS | M. tuberculosis | H1N1 NS1A inhibition | inhibitors of VEEV | PhoP GFP inhibition | others
CC(C)Oc1ccc2ccccc2c1CNC[C@H]1O[C@@H](n2cnc(C(N)=O)n2)[C@H](O)[C@@H]1O | x | x | 0% | 0.2% | x
O=C(O)c1ccc(-n2cc(-c3cc4ccccc4oc3=O)[nH]c2=S)cc1 | x | x | -16% | 1.4% | x
Cc1oc(C(C)(C)C)cc1C(=O)Nc1cccc(/C=C\C(=O)O)c1 | 7% | -5% | 6% | i | -8%
CC(C)n1cnnc1SCC(=O)Nc1cccnc1Cl | -5% | 15% | 0% | 2.3% | x
CC(C)(C)n1cnc2cc(NCc3ccccc3O)ccc21 | 1% | 7% | -2% | 1.5% | 4%
Nc1ccc(Sc2cc(Cl)nc(N)n2)cc1 | 39% | 26% | x | x | 7%
O=C(NCC1CCCCC1)c1cc([N+](=O)[O-])ccc1Cl | 5% | 29% | -1% | i | 0%
O=C(CSc1nnc2c(n1)[nH]c1ccccc12)Nc1ccc(S(=O)(=O)Nc2ncccn2)cc1 | x | x | -13% | 3.5% | x
O=C(COC(=O)c1cccc([N+](=O)[O-])c1)NCc1ccc2c(c1)OCO2 | 1% | 6% | -10% | 1.0% | 3%
CCCCC1(C)NC(=O)N(CC(=O)Nc2ccc(Cl)cc2C)C1=O (stereo unspecified) | 7% | 3% | -3% | 0.7% | x
O=C1Nc2ccccc2N=C(c2ccccc2)C1N1CCOCC1 (stereo unspecified) | 6% | 11% | -5% | i | -23%

Screening data: PubChem BioAssay, Southern Research Specialized Biocontainment Screening Center

An unsorted share of the library; 1.6% or so of the library scored in one or more.
